High-throughput results deposited in PubChem by Sanford-Burnham Center for Chemical Genomics.
SENP8 block-1 – SENP8 protease inhibition; inhibition, % at 10 µM; 1.2% of 330,000 active; Q96LD8; purified SENP8, Z-RLRGG-aminoluciferin cleavage, luminescence; AID 2540; in the data active = inhibition above about 50%
APOBEC3G inh – blocks human APOBEC3G single-stranded DNA deamination; 0.28% of 330,000 active; AID 493012; recombinant A3G, ssDNA deamination FAM/TAMRA fluorescence; Q9HC16; inhibition, % at 20 µM;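 active = inhibition of at least 40% at 20 µM, with no more than 30% in the related APOBEC3A deaminase screen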;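 also: plate controls were DMSO wells with A3G for no effect and wells lacking A3G enzyme for full effect; some compounds called inactive have numbers as strong as hits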
UBC13 polyUb – human UBC13 polyubiquitination inhibition. UBC13 polyubiquitin chain formation, TR-FRET. inhibition, % at 20 µM. AID 485273. 0.47% of 330,000 active; in the data active = inhibition above about 45%, passing the limit was not always enough
SENP8 block-2 – blocks human SENP8 cleavage of Nedd8 substrate | Q96LD8 | recombinant SENP8, Nedd8 substrate fluorescence | inhibition, % at 20 µM | 0.64% of 360,000 active | AID 602440; in the data active = inhibition mostly above about 40%, no sharp cut-off; inactive = mostly below about 27%
Apaf1 inhib – inhibitors of human Apaf-1 apoptosome; O14727; reconstituted apoptosome caspase-3 activity, DEVD-Rh110 fluorescence; inhibition, % at 20 µM; 0.71% of 330,000 active; AID 489030; active = inhibition of at least 40% at 20 µM;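 also: plate controls were DMSO wells for no effect and DEVD-CHO caspase inhibitor wells for full effect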
Target sequence (O14727 whole entry, looked up): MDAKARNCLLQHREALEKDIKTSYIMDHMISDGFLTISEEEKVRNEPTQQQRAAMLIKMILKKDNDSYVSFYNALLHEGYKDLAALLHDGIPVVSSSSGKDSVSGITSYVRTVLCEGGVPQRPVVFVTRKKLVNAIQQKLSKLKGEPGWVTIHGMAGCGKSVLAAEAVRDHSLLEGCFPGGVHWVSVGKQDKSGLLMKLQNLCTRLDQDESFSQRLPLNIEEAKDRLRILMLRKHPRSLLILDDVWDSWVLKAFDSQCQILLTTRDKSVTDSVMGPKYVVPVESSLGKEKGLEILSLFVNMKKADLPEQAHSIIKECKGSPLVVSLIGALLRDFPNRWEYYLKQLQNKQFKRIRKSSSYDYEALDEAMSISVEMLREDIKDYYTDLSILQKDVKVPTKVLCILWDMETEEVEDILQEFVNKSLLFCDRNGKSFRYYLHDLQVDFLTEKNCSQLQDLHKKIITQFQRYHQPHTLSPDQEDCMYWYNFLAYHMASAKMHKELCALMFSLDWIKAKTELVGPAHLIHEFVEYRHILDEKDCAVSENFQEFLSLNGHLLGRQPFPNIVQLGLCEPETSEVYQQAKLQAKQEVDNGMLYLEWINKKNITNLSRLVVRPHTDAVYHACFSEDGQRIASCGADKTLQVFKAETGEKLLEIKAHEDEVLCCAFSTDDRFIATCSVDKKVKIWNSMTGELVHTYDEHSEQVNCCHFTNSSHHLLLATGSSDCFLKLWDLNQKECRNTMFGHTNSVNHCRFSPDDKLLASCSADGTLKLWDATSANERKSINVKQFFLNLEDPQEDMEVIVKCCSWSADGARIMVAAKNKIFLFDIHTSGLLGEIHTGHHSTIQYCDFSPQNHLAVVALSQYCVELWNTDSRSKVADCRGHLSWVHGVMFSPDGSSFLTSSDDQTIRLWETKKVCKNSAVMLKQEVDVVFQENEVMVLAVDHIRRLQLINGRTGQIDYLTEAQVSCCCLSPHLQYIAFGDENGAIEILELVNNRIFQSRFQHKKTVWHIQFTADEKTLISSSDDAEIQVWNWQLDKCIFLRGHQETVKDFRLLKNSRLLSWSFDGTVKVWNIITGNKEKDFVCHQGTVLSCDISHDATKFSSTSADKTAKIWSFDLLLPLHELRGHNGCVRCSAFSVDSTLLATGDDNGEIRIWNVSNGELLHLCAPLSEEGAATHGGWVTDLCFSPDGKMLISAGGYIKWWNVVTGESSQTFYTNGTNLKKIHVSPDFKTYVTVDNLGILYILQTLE
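System – cell-free apoptosome with Apaf-1, procaspase-3 and caspase-9 · Buffer or medium – pH 7.5 Hepes buffer with CHAPS, BSA, DTT · Also added – cytochrome c with DEVD-Rh110 · Times – 30 min compound preincubation, 50 min activation, room temperature · Technique – Rh110 fluorescence intensity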
SENP6 block – inhibitors of human SENP6 protease; Q9GZR1; Recombinant SENP6 catalytic domain, aminoluciferin luminescence; inhibition, % at 10 µM; 1.8% of 330,000 active; AID 2599;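 active = inhibition above about 50% at the single tested dose, limit read from the data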;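 also: plate controls were DMSO wells with enzyme for no effect and DMSO wells lacking enzyme for full effect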
SENP1 inh – blocks the human SENP1 SUMO protease catalytic domain | Q9P0U3 | recombinant SENP1 catalytic domain, CyPet-SUMO1-YPet FRET cleavage | inhibition, % at 10 µM | 0.21% of 360,000 active;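 active = inhibition at least 30% at 10 µM, raw YFP signal under a set limit, fluorescence ratio 0.5 to 1.5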;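 also: 0% = enzyme with DMSO and 100% = no enzyme wells; some results filed as inactive read as strong as hits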
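Assay system – human recombinant His6-tagged SENP1 catalytic domain enzyme · Input – SENP1 enzyme, 20 pM final · Buffer or medium – Tris pH 8 buffer plus EDTA, NaCl, BME, BSA, NP40, catalase · Schedule – 50 min reaction at room temperature · Technique – FRET read of cyan and yellow fluorescence · Control set – no-enzyme wells low, DMSO-plus-enzyme wells high control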
SENP7 block – SENP7 protease inhibition; recombinant SENP7, Z-RLRGG-aminoluciferin luminescence, 40 min; Q9BQF6; 1.5% of 330,000 active; inhibition, % at 5 µM;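 active = inhibition above about 50% at the single test dose, limit read from the data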;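 also: plate controls were DMSO with enzyme for no effect and no enzyme buffer wells for full effect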
* hit, by the source's call; nt = no result given.

SMILES | SENP8 block-1 | APOBEC3G inh | UBC13 polyUb | SENP8 block-2 | Apaf1 inhib | SENP6 block | SENP1 inh | SENP7 block
O=C(Nc1ccccc1)c1ccc(Br)o1 | 4 | -4 | 4 | 10 | 3 | 25 | -1 | 25
CCc1ccc(NC(=S)Nc2cc(C(=O)O)ccc2N2CC3CC(C2)c2cccc(=O)n2C3)cc1 (stereo not drawn) | -5 | -6 | -4 | 10 | 2 | -12 | -2 | 5
Cc1ccc(CC(=O)NC2CCSC2=O)cc1 (stereo not drawn) | -5 | -5 | 2 | 20 | -2 | -3 | 1 | -12
CSc1cccc(NC(=S)N2CCCN(Cc3ccc(F)cc3)C2)c1 | 1 | 19 | -2 | 16 | -5 | -20 | 7 | -4
NNC(=O)CCN1CCCCC1 | -8 | -7 | -6 | 7 | -2 | -20 | -3 | -7
O=C(Cn1nc(C(F)(F)F)c2c1CCCC2)NC1CCCC1 | 1 | 2 | 6 | 10 | 7 | 11 | 3 | -5
COc1ccc(-c2nn(C)c(=O)c3ccccc23)cc1CNC(=O)CN1CCOCC1 | 5 | -4 | 0 | nt | -7 | -6 | nt | -3
Cc1ccc(S(=O)(=O)N(CC2CO2)c2cc(Cl)ccc2Cl)cc1 (stereo not drawn) | -1 | -9 | 6 | 1 | 11 | -27 | -1 | 2
Cc1c([N+](=O)[O-])c([N+](=O)[O-])nn1CC(=O)N1CCOCC1 | -1 | -11 | 3 | 12 | -8 | 0 | 3 | -9
NC(=S)Nc1ccc(Cl)cc1Cl | -2 | -1 | 2 | 6 | -16 | 1 | 2 | 8
C/C(=N\OC(=O)c1ccc(Br)cc1)c1ccccn1 | 93* | -6 | -4 | 14 | -2 | 97* | 5 | 97*
O=C(O)c1ccc2c(c1)nnn2C1CCCCC1 | 3 | 2 | -3 | 14 | -2 | -5 | 2 | 4
CCOC(=O)c1c(NC(=O)COC(=O)CCCOc2ccc(OC)cc2)sc(C(=O)NC)c1C | -10 | -12 | -5 | 4 | -7 | -16 | 1 | -3
COC(=O)C1C(=O)C2=C(CC1C)NC(=O)CC2c1ccccc1 (stereo not drawn) | -7 | -3 | 1 | 15 | 4 | -2 | -1 | 17
CC(=O)Nc1ccc(CN2CCCC(CCC(=O)NCc3ccccc3F)C2)cc1 (stereo not drawn) | 0 | -5 | -10 | 13 | 0 | -20 | -1 | -3

Reprinted from the part before: 5 entries, followed by the next part.
SMILES | SENP8 block-1 | APOBEC3G inh | UBC13 polyUb | SENP8 block-2 | Apaf1 inhib | SENP6 block | SENP1 inh | SENP7 block
C/C(=N\OC(=O)c1ccc(Br)cc1)c1ccccn1 | 93* | -6 | -4 | 14 | -2 | 97* | 5 | 97*
O=C(O)c1ccc2c(c1)nnn2C1CCCCC1 | 3 | 2 | -3 | 14 | -2 | -5 | 2 | 4
CCOC(=O)c1c(NC(=O)COC(=O)CCCOc2ccc(OC)cc2)sc(C(=O)NC)c1C | -10 | -12 | -5 | 4 | -7 | -16 | 1 | -3
COC(=O)C1C(=O)C2=C(CC1C)NC(=O)CC2c1ccccc1 (stereo not drawn) | -7 | -3 | 1 | 15 | 4 | -2 | -1 | 17
CC(=O)Nc1ccc(CN2CCCC(CCC(=O)NCc3ccccc3F)C2)cc1 (stereo not drawn) | 0 | -5 | -10 | 13 | 0 | -20 | -1 | -3
O=C(CSc1nnc(COc2cccc3cccnc23)o1)N1CCCC1 | 2 | -7 | 3 | -27 | -8 | -12 | 1 | 10
[O-]/[N+](=C\c1ccco1)c1ccc(Cl)cc1 | 11 | -3 | -4 | 7 | -2 | 10 | -2 | 6
COCCCNc1ccc([N+](=O)[O-])cc1C(=O)Nc1cccc(C)n1 | -3 | -6 | 3 | 21 | -8 | -9 | -1 | 1
COc1ccc(OC)c(COC(=O)c2cccc(S(=O)(=O)N3CCCCC3)c2)c1 | 13 | -6 | 9 | -1 | 6 | -2 | 2 | -2
CCOc1ccccc1NC(=O)C(NCCN(C)C)c1ccccc1 (stereo not drawn) | -1 | -7 | 18 | 10 | -5 | -13 | 3 | 0
COC(=O)c1c(/N=C/N(C)C)sc2c1CCN(c1ncc(C(F)(F)F)cc1Cl)C2 | 4 | -4 | -5 | -359 | 9 | -4 | -94 | 6
CCCS(=O)(=O)c1nc(S(=O)(=O)c2ccc(C)cc2)c(N2CCCC2)s1 | 2 | 5 | -4 | 28 | 17 | -6 | 2 | 8
O=C(NCc1ccco1)C1CCN(S(=O)(=O)c2ccccc2C(F)(F)F)CC1 | 10 | -6 | 20 | 3 | -6 | 3 | -1 | -2
Cc1ccccc1OCC(O)Cn1c(Br)nc2c1c(=O)n(C)c(=O)n2C (stereo not drawn) | 3 | -5 | 10 | 12 | 0 | -3 | 1 | -3
O=C(C1=C[C@H](c2ccccc2)C[C@H](OCc2ccc(CO)cc2)O1)N1CCN(Cc2ccc3c(c2)OCO3)CC1 | 4 | -5 | 13 | 31 | 18 | -15 | 2 | -3
CCCOc1ccc(OCCN2CCCC(C)C2)cc1 (stereo not drawn) | 3 | -3 | 8 | 4 | -15 | -5 | 3 | 3
Cc1ncc([N+](=O)[O-])n1CCOC(=O)NC(NCc1cccnc1)C(Cl)(Cl)Cl (stereo not drawn) | 2 | 6 | -15 | 16 | -1 | 1 | -1 | 1
Cc1ccc(S(=O)(=O)N(C)c2cc(S(=O)(=O)N3CCC(C)CC3)c(C)cc2C)cc1 | -6 | -5 | -1 | 17 | 16 | -13 | 4 | 0
CCCCCCCCSc1nnc2[nH]c(=O)cc(N)n12 | -6 | -3 | -6 | 6 | 3 | 15 | 1 | -2
CC1CCCN(C(=O)C2CCN(S(=O)(=O)c3ccccc3)CC2)C1 (stereo not drawn) | 6 | -5 | 7 | 11 | -2 | 0 | 3 | 4
COc1ccc(Nc2nc(NN)nc(C)c2[N+](=O)[O-])cc1 | 1 | 2 | -16 | 60* | 12 | -5 | 4 | 6
O=C(Cn1nc(C(=O)O)c2ccccc2c1=O)Nc1cccc(Br)c1 | -4 | -7 | 7 | 10 | 2 | -17 | -2 | -6
CCCCc1ccc(Nc2ncnc3nc[nH]c23)cc1 | 6 | 0 | 11 | -2 | 14 | 11 | 0 | 3
CC1CN(c2cc3nccnc3cc2F)CC(C)O1 (stereo not drawn) | 3 | -3 | 6 | -98 | -16 | -14 | 2 | -2
C/C(=N\Nc1ccccn1)c1ccc2c(c1)OCO2 | -2 | -4 | 3 | 7 | -5 | -3 | -2 | -2
Cc1ccccc1CSCC(=O)c1c(N)n(C)c(=O)n(C)c1=O | 2 | 3 | 2 | 6 | -3 | -8 | 1 | 11
Cc1cc(=O)[nH]c(SC(C)C(=O)Nc2cccc3ccccc23)n1 (stereo not drawn) | -3 | -5 | 0 | 5 | 1 | 0 | 3 | 2
NCCc1nnc(SCC(=O)Nc2ccc(Br)cc2)o1 | -9 | -6 | 7 | 14 | -3 | 7 | -1 | -4
CC(C)[C@H](NC(=O)c1ccco1)C(=O)OCC(=O)N(C)c1ccccc1 | -2 | -5 | -10 | 19 | -19 | -5 | 3 | -2
CN(C)CCn1nnc2c(=O)oc3ccccc3c21 | -3 | -3 | 4 | 14 | -15 | -4 | 3 | -1
CCc1ccc(CNC(=O)CCCn2nc(C)n3ccnc3c2=O)cc1 | 0 | 5 | 10 | 2 | 5 | 0 | -15 | 1
Cc1ccc(NC(=O)CS(=O)CC(=O)NCCCN(C)c2ccccc2)cc1 (stereo not drawn) | -9 | -7 | 11 | 9 | 12 | -19 | -1 | -6
CCc1ccc(-c2cc(C(F)(F)F)n3nc(C(=O)Nc4cnn(Cc5ccc(C)cc5)c4)cc3n2)s1 | -8 | -3 | -46 | -314 | 35 | -5 | -23 | 0
C=COCCNC(=O)Nc1ccc(Cl)cc1Cl | 10 | -7 | 8 | 8 | -8 | 27 | 1 | 3
CCCCCC(=O)Nc1ccc(S(=O)(=O)Nc2cc(OC)nc(OC)n2)cc1 | 2 | -10 | -5 | 12 | -5 | -36 | -17 | 2
CC(OC(=O)c1ccc(S(=O)(=O)NCc2ccco2)cc1)C(=O)Nc1ccccc1 (stereo not drawn) | -21 | -10 | -11 | 8 | 14 | -18 | -1 | -5
CCN(CC)S(=O)(=O)c1cccc(NC(=O)c2ccc(-n3nc(C)cc3C)cc2)c1 | -6 | -8 | -8 | 4 | -3 | -7 | 1 | 5
CCCc1cc(=O)[nH]c(/N=C(/NC(=O)c2ccccc2)Nc2ccc3c(c2)OCCO3)n1 | 2 | -2 | -2 | nt | 3 | -5 | nt | 2
O=S(=O)([N-]c1nc2ccccc2nc1-[n+]1ccc(CCCc2ccccc2)cc1)c1cccs1 | -11 | -7 | -8 | 18 | 21 | -9 | -43 | -6
COc1ccc(C(=O)Nc2cccc(S(C)(=O)=O)c2)cc1OC | -11 | -3 | 7 | 10 | -5 | 2 | 1 | 7
O=C(CSc1ccc(-c2ccco2)nn1)Nc1ccccc1F | -4 | -4 | 7 | -1 | -5 | -9 | 2 | -3
COc1ccc(NC(=O)COc2coc(CN3CCc4ccccc43)cc2=O)cc1 | 9 | -4 | 3 | 2 | 17 | 6 | -1 | -3
COc1ccc(Cl)cc1NC(=O)[C@@]1(CC(=O)O)CC(/C=C/c2ccccc2)=NO1 | -3 | -2 | 0 | 15 | 3 | 20 | -1 | 8
COc1cc(S(=O)(=O)NCCN2CCOCC2)ccc1-n1cnnn1 | 1 | -2 | 2 | 20 | -11 | 1 | 1 | -6
Cc1cc(C)c(NC(=O)COC(=O)c2cccc3c2C(=O)c2ccccc2C3=O)c(C)c1 | -7 | -2 | -24 | 23 | 22 | -6 | 4 | -6
CC(=O)Nc1ccc(-c2nnn(CC(=O)c3ccccc3)n2)cc1Cl | 1 | -3 | -3 | 18 | 2 | -12 | 3 | -1
N#Cc1c(-c2ccccc2)cc(-c2ccccc2)nc1SCCC(=O)O | -9 | -5 | -20 | -34 | 22 | -32 | 2 | -4
CCNC(=O)C1CC(=O)N(c2ccc(Br)cc2)C1 (stereo not drawn) | -1 | -7 | 1 | 11 | -7 | 2 | 2 | -4
CCOC(=O)N1CCN(Cc2nc(N)nc(Nc3ccc(OCC)cc3)n2)CC1 | -1 | -2 | -1 | 2 | -3 | 10 | 0 | -8
Cc1cccc(OCC(=O)Nc2ccc(N3CCN(C(=O)c4ccccc4)CC3)cc2)c1C | 10 | -3 | 8 | 0 | 9 | 6 | 1 | -6
CC(=O)NCCC(=O)Nc1cc(S(=O)(=O)Nc2ccc(Cl)cc2)ccc1N1CCCC1 | -6 | 0 | 3 | 19 | 8 | 3 | 3 | 4
Cc1ccc(NC(=O)c2cccc(N3C(=O)C4C5CCC(C5)C4C3=O)c2)c(C)c1 (stereo not drawn) | 4 | -7 | -1 | 5 | -19 | 3 | 2 | -4
C=CCn1c(N)cc(=O)nc1SC(C)C(=O)Nc1cccc2ccccc12 (stereo not drawn) | -2 | -3 | 4 | -17 | -5 | -3 | -2 | -1
CCOC(=O)N1CCN(c2ccc(C(C)=O)cc2F)CC1C (stereo not drawn) | -16 | -5 | -4 | -13 | 2 | -27 | 2 | -17
CC1=NN(C(=O)c2ccc(Cn3nc(C)cc3C)o2)C(O)(C(F)(F)F)C1 (stereo not drawn) | 5 | 0 | 6 | 23 | 0 | -3 | -3 | 8
O=C(Nc1ccccc1Br)c1ccccc1-c1ccccc1 | -9 | -10 | -4 | 20 | 16 | -13 | 1 | -5

Already shown: entries from further up.
SMILES | SENP8 block-1 | APOBEC3G inh | UBC13 polyUb | SENP8 block-2 | Apaf1 inhib | SENP6 block | SENP1 inh | SENP7 block
CC1=NN(C(=O)c2ccc(Cn3nc(C)cc3C)o2)C(O)(C(F)(F)F)C1 (stereo not drawn) | 5 | 0 | 6 | 23 | 0 | -3 | -3 | 8
O=C(Nc1ccccc1Br)c1ccccc1-c1ccccc1 | -9 | -10 | -4 | 20 | 16 | -13 | 1 | -5
